# CHRM4 PAM: positive allosteric modulators of human muscarinic M4 receptor; AID 624126; 360,000 compounds, 0.4% hits; activation, % at 3 µM; P08173; CHO-K1 hM4/Gqi5, Fluo-8 calcium fluorescence, ACh EC20; 0% = ACh EC20, 100% = maximal ACh;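 active means activation above its plate's cutoff, the mean activation of sample wells plus 3 SD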; further: some results filed as inactive read as strong as hits
# Target sequence (P08173 whole entry, looked up): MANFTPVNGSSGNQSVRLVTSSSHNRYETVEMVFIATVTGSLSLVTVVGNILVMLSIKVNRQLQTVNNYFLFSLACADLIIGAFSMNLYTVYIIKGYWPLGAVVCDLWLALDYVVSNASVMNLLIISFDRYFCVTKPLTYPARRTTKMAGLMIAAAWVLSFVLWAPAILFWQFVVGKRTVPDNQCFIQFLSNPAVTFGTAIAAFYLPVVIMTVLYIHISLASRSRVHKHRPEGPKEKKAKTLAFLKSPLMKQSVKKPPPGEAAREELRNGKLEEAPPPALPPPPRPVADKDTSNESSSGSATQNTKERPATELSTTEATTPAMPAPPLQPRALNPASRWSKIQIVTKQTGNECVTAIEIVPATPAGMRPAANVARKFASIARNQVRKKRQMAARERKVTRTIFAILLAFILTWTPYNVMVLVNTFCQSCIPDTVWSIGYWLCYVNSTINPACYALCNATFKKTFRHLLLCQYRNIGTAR
# CRFBP-R2 block: antagonists of CRF-binding protein/CRF-R2 receptor complex | HEK293 CRF-R2/CRF-BP, CRF-induced calcium fluorescence | inhibition, % at 11.8 µM | 350,000 compounds, 0.59% hits | AID 588475;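 active means inhibition of the ligand-induced calcium signal above about 50% at the single tested concentration, limit read from the data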
# MEKK3 PB1 HTS: raises or lowers MEK5 binding to the human MEKK3 PB1 domain; Q99759; bead-based flow cytometry, Alexa488-MEK5 binding to MEKK3; actives lie on both sides; 0 = blocked by unlabeled MEK5, 100 = vehicle; binding response (% of control), % at 10 µM; 290,000 compounds, 1.4% hits; AID 1529;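 active means binding response more than 3 SD above or below the average of its plate-row segment, actives on both sides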;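 further: Alexa488 bead fluorescence after subtracting the streptavidin-only scavenger bead signal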
# IDE cell activ: activators of human insulin-degrading enzyme in cells; P14735; HEK cells, FAbeta-B cleavage, fluorescence polarization; 0% vehicle, 100% cell-free pure enzyme wells; activation, % at 5.96 µM; 340,000 compounds, 0.073% hits;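 active means activation above the mean of all tested compounds plus 3 SD, set per screening campaign, cut at about 17% in these data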
# p-CIP stab down: lowers stability of the mouse p/CIP coactivator protein; decrease of EGFP signal, % at 10 µM; 290,000 compounds, 0.01% hits; F442A p/CIP-EGFP cells, EGFP fluorescence, 16 h; Q05BA5;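 active means EGFP signal decrease of at least 30% at 10 µM or well 3 SD below plate mean, unless failing retest; inactive means the rest, including hits failing retest or dose response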; further: some compounds called inactive have numbers as strong as hits; many of its hits are not listed in these tables
# CRFBP-R2 agonist: CRF-BP/CRF-R2 complex agonism. AID 588473. activation, % at 13.2 µM. 350,000 compounds, 0.46% hits. HEK293 CRF-R2/CRF-BP, calcium dye fluorescence (FLIPR); percent of saturating CRF peptide response;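 active means activation of at least 50%, plus an integration ratio under a set limit after plate pattern correction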;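 further: plate controls were neutral control wells without compound for no effect and CRF at EC100 for full effect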
# IDE inh: inhibits human insulin-degrading enzyme in HEK cells. FAbetaB cleavage, fluorescence polarization. inhibition, % at 5.59 µM. 320,000 compounds, 0.41% hits. AID 434962;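 active means percent inhibition above the average of all tested compounds plus 3 SD, set per screening campaign, cut at about 16% in these data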;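 further: IDE supplied by intact live HEK cells; FP after avidin binding of uncleaved biotin substrate so inhibition keeps polarization high; 0% = DMSO wells and 100% = 60 µM reference IDE inhibitor Ii1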
# PHOSPHO1 block: inhibitors of human PHOSPHO1 phosphatase; recombinant PHOSPHO1, absorbance phosphatase assay; Q8TCT1; inhibition, % at 13.3 µM; 290,000 compounds, 1.1% hits; AID 1565; in the data active means inhibition above about 60%
# Target sequence (Q8TCT1 whole entry, looked up): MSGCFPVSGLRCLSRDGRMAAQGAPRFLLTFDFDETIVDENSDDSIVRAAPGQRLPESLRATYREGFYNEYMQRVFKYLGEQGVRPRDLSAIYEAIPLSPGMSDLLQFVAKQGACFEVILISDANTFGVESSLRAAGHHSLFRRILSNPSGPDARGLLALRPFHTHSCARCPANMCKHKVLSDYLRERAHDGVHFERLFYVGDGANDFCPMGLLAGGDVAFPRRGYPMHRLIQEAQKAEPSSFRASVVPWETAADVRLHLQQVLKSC
# GalR3 antag: human GalR3 antagonism. O60755. HEK293 GalR3-CNG cAMP membrane potential fluorescence; galR3 body fused to GalR1 C-terminus. inhibition, % at 3 µM. 360,000 compounds, 0.44% hits;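 active means inhibition above the screen-wide average plus 3 SD, cut at about 13% in these data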;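 further: forskolin and galanin both at EC90 stimulate the cells; cAMP rise reported by CNG channel membrane potential dye signal; 0% = forskolin plus galanin with DMSO and 100% = forskolin alone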
# Target sequence (O60755 1-299 limits assumed): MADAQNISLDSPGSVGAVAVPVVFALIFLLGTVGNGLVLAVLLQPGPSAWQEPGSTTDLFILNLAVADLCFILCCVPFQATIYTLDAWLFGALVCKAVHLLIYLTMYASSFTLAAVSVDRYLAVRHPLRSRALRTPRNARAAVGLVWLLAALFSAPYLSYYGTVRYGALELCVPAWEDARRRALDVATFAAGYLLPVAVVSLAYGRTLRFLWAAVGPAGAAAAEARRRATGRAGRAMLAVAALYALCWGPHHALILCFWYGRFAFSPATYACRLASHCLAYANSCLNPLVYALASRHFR
# Starred values were filed as active, the others as inactive; nt = no result given. Hits appear at their usual frequency; overall some 4.2% were active at least once.
SMILES,CHRM4 PAM,CRFBP-R2 block,MEKK3 PB1 HTS,IDE cell activ,p-CIP stab down,CRFBP-R2 agonist,IDE inh,PHOSPHO1 block,GalR3 antag
Clc1ccccc1Cn1nnc(-c2ccccc2)n1,6,0,103,3,1,2.0,-3,1,-5
O=C(Nc1cc(S(=O)(=O)N2CCOCC2)ccc1N1CCCC1)c1ccc(F)cc1,3,2,nt,-1,nt,-1.9,3,nt,-4
CN(C(=O)CSc1nc(C2CC2)n(-c2ccccc2)n1)C1CCS(=O)(=O)C1 (stereo unspecified),4,-4,nt,4,nt,0.3,nt,nt,-4
Cc1ccc(Cn2c(N3CCN(C)CC3)nc3c2c(=O)[nH]c(=O)n3C)cc1,3,-6,105,4,2,-0.1,-1,30,-6
CC1CCCCN1CCCNc1c(C=O)c(=O)[nH]c2ccccc12 (stereo unspecified),-5,4,101,5,-3,0.3,nt,34,-1
Cn1cnc(S(=O)(=O)Nc2cc(C(F)(F)F)ccc2N2CCOCC2)c1,3,3,96,0,0,-1.0,1,-10,5
Cc1cccc2cc(=O)[nH]c(C)c12,-2,11,105,6,-2,1.9,6,-30,1
Cc1ccsc1/C=C1/CN(C)Cc2c1nc1ccccc1c2C(=O)O,12,-1,96,4,-10,0.1,3,36,-2
Clc1ccc2c(c1)C=Nc1c(NCc3ccccc3)ncnc1O2,-1,-16,nt,10,-3,-1.7,5,-71,0
C=CCn1c(-c2cccnc2)n[nH]c1=S,3,25,105,-2,-14,-1.4,2,-5,2
O=C(NC1CCCC1)C1CC(=O)N(c2ccc(F)c(Cl)c2)C1 (stereo unspecified),3,-17,102,5,-1,-1.2,1,30,-8
CCC(C)n1c(-c2cccc(S(=O)(=O)N3CCOCC3)c2)n[nH]c1=S (stereo unspecified),0,5,nt,1,nt,0.9,nt,nt,-4
COCCCN1C(=O)C(CC(=O)NC(c2ccccc2)c2ccccc2)CC(C(=O)N(C)C)=C1C (stereo unspecified),6,12,nt,nt,nt,-0.3,nt,nt,-6
Oc1ccccc1/C=N/NC1=NCCCCC1,-18,7,99,2,0,-0.6,-2,20,-8
COc1ccc(C(=O)NCC(=O)N/N=C(\C)Cc2ccccc2)cc1,0,-8,102,-1,5,-1.5,3,18,-1
Cc1ccc(C(C)C)c(OCC(=O)Nc2ccc(Cl)cn2)c1,6,-4,94,-3,-3,5.8,7,20,-4
O=Nc1c(-c2ccccc2)cc2ccccn12,-3,-2,103,-2,-6,-6.5,4,28,-7
O=C(NC1(C(F)(F)F)C(=O)Nc2c1c(=O)[nH]c(=O)n2Cc1ccccc1)c1ccc(Cl)cc1Cl (stereo unspecified),8,7,106,2,-11,0.5,-3,28,-7
CC(C)(C)Sc1nc(O)cc(=O)[nH]1,15,6,103,1,-1,-1.2,0,14,-5
O=C(NCCC(=O)N1CCN(c2ccccc2O)CC1)c1ccc(Br)cc1,19,2,nt,4,nt,-4.0,0,nt,2
O=S(=O)(c1ccccc1)C1CON(Cc2ccccc2)C1c1ccccc1 (stereo unspecified),-13,-10,105,-7,0,2.4,7,24,-6
CNC(=S)Nc1cc(C(F)(F)F)ccc1Cl,-3,19,98,-1,-11,-3.3,-2,10,-1
O=[N+]([O-])c1ccc(-c2cn(-c3ccccc3F)c(=S)[nH]2)cc1,7,0,99,-6,6,-5.7,8,-76,0
CCC(C)Cn1c(C(C)O)nc2ccccc21 (stereo unspecified),-3,-4,96,1,-6,0.6,0,-9,-6
CCOC(=O)Cn1nnc2c(sc3nc4c(c(-c5ccc(Cl)cc5)c32)CCC4)c1=O,2,1,105,1,-28,-0.1,2,19,-6
CC(C)Nc1nc(N)c(C(=O)C23CC4CC(CC(C4)C2)C3)s1,-3,-16,89,-2,9,-0.3,3,4,3
CCOc1ccccc1NC(=O)CSc1nnc(-c2ccncc2)o1,-1,2,nt,7,nt,-1.3,1,nt,-3
O=C(Cc1ccc(Br)cc1)OCC(=O)c1ccc[nH]1,5,14,nt,1,nt,0.6,7,nt,-7
CC(C)CCN1C(=O)c2ccc(C(=O)OCC(=O)N(CC(C)C)C3CCS(=O)(=O)C3)cc2C1=O (stereo unspecified),4,-12,nt,1,nt,1.1,-1,nt,-4
O=C(Nc1oc2ccccc2c(=O)c1-c1ccc(Br)cc1)c1ccco1,-3,-3,100,-3,-6,-0.6,4,18,6
Cc1nc(S(=O)(=O)N(C)c2ccccc2)c(C#N)c(C)c1Cl,3,-14,107,10,4,-1.3,2,-1,2
COc1ccc(NC(C)=O)cc1S(=O)(=O)N1CCc2ccccc21,1,19,103,4,-7,-1.4,1,5,-8
CCC(C)NC(=O)c1ccccc1NC(=O)C(C)N(c1ccccc1)S(C)(=O)=O (stereo unspecified),5,0,104,5,-4,-2.3,3,28,6
COc1ccc(OC)c(NC(=O)CN(c2ccc(C)cc2)S(=O)(=O)c2c(C)noc2C)c1,-13,7,98,5,-4,-1.4,-6,21,1
S=c1nc[nH]c2c1ncn2C1CCCO1 (stereo unspecified),-5,1,103,-3,-2,-1.6,3,7,-4
CCn1cc(C(=O)NC(=S)Nc2ccccc2[N+](=O)[O-])cn1,-1,25,97,-2,15,0.3,3,19,2
C=CCn1c(SCC(=O)N(CCOC)c2c(N)n(CCCC)c(=O)[nH]c2=O)nnc1-c1ccc(Cl)cc1,16,-1,nt,2,nt,0.9,-3,nt,1
Nc1nc(SCc2ccccc2Cl)n[nH]1,16,10,94,0,-1,-4.4,12,-3,-1
C=CCCC(=O)N1CCC(CCC(=O)NC2CC2)CC1,8,-22,98,1,8,5.7,3,18,4
CCSc1ccc2cc(OC)ccc2[n+]1CC,-13,28,83,2,12,1.2,5,27,-4
O=CN1CCN(S(=O)(=O)c2ccc(Cl)c(C(=O)O)c2)CC1,-5,-6,69,4,0,0.3,2,12,2
COc1c(S(=O)(=O)N2CCN(C)CC2)ccc(Cl)c1Cl,-4,4,102,5,-4,3.2,-2,40,-7
Cc1onc(-c2c(Cl)cccc2Cl)c1C(N)=S,2,-12,99,-7,-9,0.2,1,16,-2
Cc1cccc(NC(=O)CCN2C(=O)c3ccccc3C2=O)c1,-7,-3,106,1,-10,-2.6,1,-18,-4
Cc1nc(Nc2ccccc2Cl)sc1C(=O)Nc1ccccc1,-16,-10,103,-7,-3,-0.3,1,4,-2
COc1ccccc1CNC(=O)COc1ccc2c(c1)CCC2,3,4,105,0,7,0.1,6,-1,-7
CC(=O)Nc1ccc(C(=O)COC(=O)c2c(C)noc2C)c(F)c1,-3,-19,nt,1,nt,19,-5,nt,-5
COc1cc(NC(=O)C2=CC(c3ccc(C)cc3)=NS(=O)(=O)N2C)cc(OC)c1OC,-4,6,102,-2,1,-4.0,8,7,-2

# 3 entries from above, sorted by their value in CRFBP-R2 block, low to high.
SMILES,CHRM4 PAM,CRFBP-R2 block,MEKK3 PB1 HTS,IDE cell activ,p-CIP stab down,CRFBP-R2 agonist,IDE inh,PHOSPHO1 block,GalR3 antag
O=CN1CCN(S(=O)(=O)c2ccc(Cl)c(C(=O)O)c2)CC1,-5,-6,69,4,0,0.3,2,12,2
C=CCn1c(SCC(=O)N(CCOC)c2c(N)n(CCCC)c(=O)[nH]c2=O)nnc1-c1ccc(Cl)cc1,16,-1,nt,2,nt,0.9,-3,nt,1
Nc1nc(SCc2ccccc2Cl)n[nH]1,16,10,94,0,-1,-4.4,12,-3,-1

# Continuation.
SMILES,CHRM4 PAM,CRFBP-R2 block,MEKK3 PB1 HTS,IDE cell activ,p-CIP stab down,CRFBP-R2 agonist,IDE inh,PHOSPHO1 block,GalR3 antag
CCOC(=O)CN(C(=O)CN1CCOCC1)c1ccc(Br)cc1,1,17,102,6,-6,-0.6,3,-3,-4
N#C/C(=C\c1ccccc1C(F)(F)F)C(=O)Nc1ccccc1,-2,-42,99,2,-14,-1.9,-1,-4,-5
CCOC(=O)C(C#N)=C1CCN(Cc2ccccc2)CC1,-5,-6,105,7,0,0.1,2,44,-10
CCOC(=O)Nc1ccc2c(COC(=O)C(NS(=O)(=O)c3ccc(Cl)cc3)C(C)O)cc(=O)oc2c1 (stereo unspecified),6,-5,nt,-4,nt,-0.6,-1,nt,-5
COc1cccc2c1cc1c(=O)n(CC(=O)N3CCCC3)nc(C)n12,7,2,nt,4,nt,-1.5,nt,nt,4
CC1=C(C(=O)OCc2ccccc2)C(c2ccccc2)NC(=O)N1 (stereo unspecified),-3,-12,105,-3,5,0.1,4,nt,-6
COc1ccc(S(=O)(=O)N2CCCOC2CNC(=O)C(=O)NCCCn2ccnc2)cc1 (stereo unspecified),5,9,105,1,-1,1.4,1,61*,-2
CN1CCC(=NNC(=O)C(=O)NC2CCCCC2)CC1,15,9,108,-2,-3,1.2,-3,2,-6
O=C1c2ccccc2NC(c2ccc(-c3ccc(Br)cc3)o2)N1O (stereo unspecified),-5,-9,108,-8,4,0.2,2,26,-7
Cc1cc(C)c(NC(=O)CN(C2CCCCC2)C2CCCCC2)c(C)c1,5,-101,97,2,-17,48,-2,1,0
C=CCOC(=O)C(C#N)c1nc2ccccc2nc1N1CCN(c2ccccc2OCC)CC1 (stereo unspecified),-2,53*,102,-1,-5,2.1,0,-11,0
Cc1ccc(S(=O)(=O)NC(=O)Nc2ccc(Cl)cn2)cc1,5,-8,81,4,-7,-1.3,3,26,-2
CCOc1ccccc1NC(=O)C(OC(=O)c1cnc(C)cn1)c1ccccc1 (stereo unspecified),14,-10,nt,nt,nt,-0.6,nt,nt,2
O=C(CC(=O)c1ccccc1)Nc1ccccc1,1,-2,nt,-3,nt,0.9,-2,nt,-6
COc1ccccc1N(CC(=O)NCC(C)C)S(=O)(=O)c1cccs1,3,13,94,2,-17,-0.5,-4,-5,-11
NC(=O)NC(=O)CC1S/C(=N/N=C/c2ccccc2)NC1=O (stereo unspecified),-5,14,92,1,-9,-2.3,-4,25,-5
COc1ccccc1C(=O)Nc1ccccc1C(=O)NCc1ccco1,-8,-12,106,0,0,0.6,2,3,-3
Cc1cc(C(=O)Nc2c(C)n(C)n(-c3ccccc3)c2=O)cs1,1,-10,98,0,-3,0.0,1,5,2
CCCC(=O)N1CCN(c2nnc(-c3ccc(C)cc3)c3ccccc23)CC1,-8,26,102,-6,-13,-3.2,-1,31,-9
COC(=O)C(C)Sc1nc(N)c(NC(=O)c2ccco2)c(=O)[nH]1 (stereo unspecified),2,19,102,-2,-18,1.3,1,16,nt
COc1cc(CC(=O)OCC(=O)Nc2ccc(S(=O)(=O)N3CCCC3)cc2)cc(OC)c1OC,9,-3,96,3,-8,4.9,-4,-6,0
Cc1ccc(-n2c(=O)cc(N3CCC(C)CC3)[nH]c2=O)cc1,13,5,108,1,-5,-0.8,3,-20,-5
COC(=O)N/N=C(C)\C=C\c1ccco1,5,17,115,1,-2,-4.0,0,-12,-5
CCOC(=O)N1CCN(C(=O)CN(Cc2ccc(Cl)cc2)S(=O)(=O)c2ccccc2)CC1,-17,3,103,6,1,-0.8,3,21,0
COC(=O)c1sc(NC(=O)CSc2nnc(C(C)C)n2C)nc1C,0,-2,101,-2,-6,-1.0,7,4,-3
COc1cc(OC)cc(C(=O)NCCSCc2ccco2)c1,nt,nt,107,nt,-12,nt,nt,3,2
COc1ccc(-c2cc(-c3ccc(OC)c(OC)c3)n[nH]2)c(O)c1,-1,6,99,-4,4,-3.0,17*,11,-2
CCOc1ccc(NC(=O)CSc2ncc(-c3ccc(F)cc3)n2Cc2ccco2)cc1,-12,10,105,6,-8,-0.2,-5,-30,-2
O=C(Nc1ccc2c(c1)OCCO2)C1CCN(C(=O)c2ccc(F)cc2)CC1,10,-21,107,2,-5,0.0,-4,-20,-4

# Assay outcomes from PubChem BioAssay.
